14-3-3 PPI = 14-3-3 gamma protein interaction modulation | inhibition, % at 40 µM | FP, 14-3-3gamma / TMR-pS259-Raf peptide binding | hit rate 0.19% among 160,000; in the data active = inhibition above about 30%;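 note: 0% = protein plus tracer without compound and 100% = blank with tracer alone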
Target sequence (P61981 whole entry, looked up): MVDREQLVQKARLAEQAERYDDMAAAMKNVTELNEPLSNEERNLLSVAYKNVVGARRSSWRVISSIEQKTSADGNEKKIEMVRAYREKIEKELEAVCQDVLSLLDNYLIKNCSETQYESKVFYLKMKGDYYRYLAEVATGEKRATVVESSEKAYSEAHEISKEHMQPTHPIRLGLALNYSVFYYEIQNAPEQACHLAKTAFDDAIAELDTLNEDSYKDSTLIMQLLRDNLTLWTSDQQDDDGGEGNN
* hit, by the source's call; & = joins results of further samples.

14-3-3 PPI,compound
1,O=C(CCn1c(=S)[nH]c2ccccc2c1=O)Nc1cccc(Cl)c1
-4,COc1ccc(O)c(C(=O)CC(=O)c2ccccc2)c1
-7,CC(=O)N1CCc2cc(S(=O)(=O)N3CC(C)CC(C)C3)ccc21 (stereo unspecified)
-20,N#Cc1nc(Cc2cccc3ccccc23)oc1NCc1ccco1
-4,CCN1CCN(C(=O)C2CCC(CNS(=O)(=O)c3ccc(NC(C)=O)cc3)CC2)CC1 (stereo unspecified)
-16,Cc1cc(C)n(-c2ccc(C(=O)OCC(=O)c3ccc(Br)s3)cc2)n1
4,COc1ccc(C)cc1N/C(N)=N/c1nc(C)cc(C)n1
-3,O=C(NCCCN1CCN(c2cccc(Cl)c2)CC1)c1ccc(N2CCCC2=O)cc1
0,CC1CCN(Cc2nc3c(c(=O)n(C)c(=O)n3C)n2CCCc2ccccc2)CC1
10,CCOC(=O)C1CCN(C(=O)c2cccc(NC(=O)C(CC)CC)c2)CC1
-9,Cc1ccc(-c2nc3ccccc3s2)cc1NC(=O)c1ncn[nH]1
3,COC(=O)C1=C(C(=O)OC)SC(=C2C(=S)C(C)(C)N(C)c3ccc(C)cc32)S1
-6,COc1ccc(C(C[N+](=O)[O-])c2c(C)[nH]c3ccccc23)cc1OC (stereo unspecified)
-14,CC(=O)Nc1ccc(Oc2cc(C#N)c(C#N)cc2N2CCCCCC2)cc1
-5,CC(=O)c1ccc(N2CCN(C(=O)CN(C)S(=O)(=O)c3cccs3)CC2)cc1
-7,CN(C)Cc1cn(CCC(=O)O)c2ccccc12
3,Cc1ccnc(NC(c2cc(C)ccc2O)c2ccc3cccnc3c2O)c1 (stereo unspecified)
1,O=S(=O)(NC1CCCC1)c1ccc(S(=O)(=O)N2CCc3ccccc32)cc1
1,CCC1CC(C)(C(=O)Nc2ccc(S(N)(=O)=O)cc2)OC1=O (stereo unspecified)
4,Cc1ccc(C)c(/C(O)=C2/C(=O)C(=O)N(CCN3CCOCC3)C2c2ccc(C)o2)c1 (stereo unspecified)

Looked up by compound from above, two records:
14-3-3 PPI,compound
4,Cc1ccc(C)c(/C(O)=C2/C(=O)C(=O)N(CCN3CCOCC3)C2c2ccc(C)o2)c1 (stereo unspecified)
-14,CC(=O)Nc1ccc(Oc2cc(C#N)c(C#N)cc2N2CCCCCC2)cc1

Next part
14-3-3 PPI,compound
-6,COC(=O)C1CCN(C(=O)C23CCC(C)(C(=O)O2)C3(C)C)CC1 (stereo unspecified)
-5,CCOC(=O)C1CCCN(S(=O)(=O)c2c(C)c(C)cc(C)c2C)C1 (stereo unspecified)
5,Cc1cc(N2CCOCC2)nc2ccc(NC(=O)CCC(=O)NC(C)C)cc12
-10,COc1ccc(N=C2SC(C(=O)Nc3ccc(C)cc3C)CC(=O)N2Cc2ccc3c(c2)OCO3)cc1 (stereo unspecified)
-7,COc1ccccc1NC(=O)Cc1csc(N)n1
-2,COc1ccc(OC)c(-n2c(=O)[nH]c3cc(C(=O)NCCc4ccccc4)ccc3c2=O)c1
-4,COc1ccccc1CNC(=O)C1(O)c2cc(Br)ccc2NC(=O)N1c1ccc(Cl)cc1 (stereo unspecified)
2&-6,Cc1ccc(-c2ccc(=O)n(CC(=O)NCCCN3CCCCC3C)n2)cc1 (stereo unspecified)
1,C=CCn1c(CCNC(=O)Cc2ccccc2)nc2ccccc21
-13,CCN(c1ccc(OC)cc1)S(=O)(=O)c1ccc2c(c1)CCN2C(=O)CCC(=O)O
-3,CCC1(C)CC(CC(=O)O)(c2ccc(F)cc2)CCO1 (stereo unspecified)
-9,Cc1nccn1CC(C)C(=O)O (stereo unspecified)
-10,O=C(Nc1ccc(Br)cc1)C1C2C=CC3(O2)C1C(=O)N(C1CCCCCC1)C3C(=O)NC1CCCCC1 (stereo unspecified)
-8,CCOc1ccccc1C(=O)N1CCCCC1C (stereo unspecified)
-10,COc1ccc(-c2nnc(NC(=O)c3ccco3)s2)cc1OC
-6,CCC1(CC)OC(c2ccc([N+](=O)[O-])o2)=Nc2ccc(Br)cc21
-1,CCCc1nc(SCC(=O)N2CCc3ccccc32)c2c(=O)n(C)c(=O)n(C)c2n1
12,COCCn1cc(C(=O)N2CCN(c3ccc(C)cc3)C(C)C2)c2c3ccccc3n(C)c2c1=O (stereo unspecified)
2,CCOC(=O)COc1cc2oc(=O)c3c(c2cc1Cl)CCC3
-1,COc1ccc(OC)c(C(=O)c2ccc(C(=O)Nc3ccc(Br)c(C)c3)cc2)c1
-7,CCOc1ccc(/C(O)=C2\C(=O)C(=O)N(c3nccs3)C2c2ccc(C(C)(C)C)cc2)cc1 (stereo unspecified)
-48,C1=C(c2ccc(-c3ccccc3)cc2)Nc2ncnn2C1c1cccs1 (stereo unspecified)
-8,CN(C)CCN1C(=O)C(O)=C(C(=O)c2cccs2)C1c1ccc(F)cc1 (stereo unspecified)
4&-4,Cc1n[nH]c(=O)nc1NCc1ccccc1
0,CC1CC(C)CN(Cc2nc3c(c(=O)n(C)c(=O)n3C)n2Cc2ccccc2Cl)C1 (stereo unspecified)
2,CCCC(=O)Nc1cc(-c2nn(C)c(=O)c3ccccc23)ccc1OC
-6,O=C(c1nn2c(c1Br)NC(c1cccs1)CC2C(F)(F)F)N1CCCCC1 (stereo unspecified)
-4,Cc1cc(N2CCCCC2)nc2ccc(NC(=O)CCC(=O)N3CCCCC3C)cc12 (stereo unspecified)
1,COc1ccc(COC(=O)C2=C(C)NC3=C(C(=O)CC(c4cccs4)C3)C2c2coc3ccccc3c2=O)cc1 (stereo unspecified)
-13,O=[N+]([O-])c1cccc(N=Cc2ccc([N+](=O)[O-])s2)c1
3,COC(=O)c1ccc(NC(=O)CC2Sc3ccccc3NC2=O)cc1 (stereo unspecified)
4,O=c1c2cccnc2[nH]c(=S)n1Cc1ccc(Cl)cc1
2,CC(C)c1ccc(C2=CC(c3ccc(F)cc3)n3nnnc3N2)cc1 (stereo unspecified)
-35,Cc1ccccc1NC(=O)c1cc2cc([N+](=O)[O-])ccc2oc1=N
-12,COc1ccc(S(=O)(=O)N(CC(=O)Nc2ccccc2C)c2ccc(C)cc2)cc1OC
-10&5,Cc1cc(=O)n2c(n1)OC(CO)C2 (stereo unspecified)
-3,COC(=O)c1ccc(NC(=O)c2ccc(CN3CCOCC3)cc2)cc1
4,COC(=O)C1=C(C)N(C)C(C)=C(C(=O)OC)C1c1cccc(OC)c1
-12,Cc1c(NC(=O)c2cccc(C(F)(F)F)c2)c(=O)n(-c2ccccc2)n1C
-1,CCn1c(=O)cc(SCC(=O)NCCCN2CCN(c3ccccc3F)CC2)c2ccccc21

Next part; the last 3 above are carried over.
14-3-3 PPI,compound
4,COC(=O)C1=C(C)N(C)C(C)=C(C(=O)OC)C1c1cccc(OC)c1
-12,Cc1c(NC(=O)c2cccc(C(F)(F)F)c2)c(=O)n(-c2ccccc2)n1C
-1,CCn1c(=O)cc(SCC(=O)NCCCN2CCN(c3ccccc3F)CC2)c2ccccc21
-1,CC(C)(C)c1ccc(C(=O)N2CCN(c3ccc([N+](=O)[O-])c(NC4CC4)c3)CC2)cc1
-6,COCC(=O)Nc1c(C(=O)Nc2cccc(OC)c2)oc2ccccc12
-22,CC(=O)c1ccc(NC(=O)c2cc3nc4c(c(C(F)(F)F)n3n2)CCCC4)cc1
-1,CC(=O)CN1C(=O)c2ccccc2S1(=O)=O
-13,Cc1nc(C)c(C(=O)NCc2ccc(Cl)cc2)o1
4,COc1ccc(CCn2c(-n3nc(C)cc3C)nc3c2c(=O)[nH]c(=O)n3C)cc1
0,Cc1cc(O)cc(=O)n1Cc1ccco1
-4,CC(C)(C)OC(=O)NCCCCCc1nnc(SCC(N)=O)o1
-2&-9,CCOc1ccc(-n2c(C)nc3cc(C(=O)NCCCN4CCOCC4)ccc32)cc1
-4,Cc1ccccc1-n1nc2c(c1NC(=O)c1cccc([N+](=O)[O-])c1)CSC2
-11,CCOC(=O)c1nc(Nc2ccc(Br)cc2)c2ccccc2n1
-1,CCN(CC)C(=O)CN(c1cc(C(F)(F)F)ccc1Cl)S(=O)(=O)c1ccccc1
-3&5,O=C(NCC1CCCO1)c1cccc(N2C(=O)C3C4C=CC(C4)C3C2=O)c1 (stereo unspecified)
-14,Cc1ccc(/C(O)=C2\C(=O)C(=O)N(Cc3cccnc3)C2c2ccccc2[N+](=O)[O-])cc1 (stereo unspecified)
-4,O=c1oc2ccc([N+](=O)[O-])cc2cc1-c1csc(Nc2ccccc2F)n1
-16,O=C(Nc1ccc(S(=O)(=O)Nc2nccc(C=Cc3ccc(Cl)cc3)n2)cc1)c1ccccc1
-4,Cc1ccccc1-n1c(=S)sc2c(=O)n(-c3ccc(F)cc3)c(SCC(=O)NCc3ccco3)nc21
-3,COc1ccc(-n2c(C34CC5CC(CC(C5)C3)C4)cn3c4c(=O)n(C)c(=O)n(C)c4nc23)cc1
5,O=C(COc1ccccc1N1C(=O)C2CCCCC2C1=O)c1ccc(Cl)cc1 (stereo unspecified)
-6,O=C(c1ccc2c(c1)ncn2-c1cccc(F)c1)N1CCOCC1
-4,CCn1c(=O)cc(SCC(=O)N2CCN(c3ccccn3)CC2)c2ccccc21
2,CCC(=O)N1CCN=C1SCc1ccccc1
-3,CCC(=O)N1N=C(c2ccc(NS(C)(=O)=O)cc2)CC1c1ccccc1C (stereo unspecified)
-5,O=C(Nc1cccc(O)c1)C1CCCN1C(=O)OCc1ccccc1 (stereo unspecified)
-8,O=C(NCCc1ccccc1F)[C@@H]1CSC2c3ccccc3C(=O)N21 (stereo partly specified)
0,CCCCOc1ccc(C(=O)Nc2cccc(C)n2)cc1
-2,CCCN(CCC)S(=O)(=O)c1ccc(C(=O)Nc2nnc(CSC)o2)cc1
-11,CC(=O)Nc1ccc(C(=O)Nc2ccccc2C(C)C)cc1
2,Cc1ccc(NS(=O)(=O)CC23CCC(CC2=O)C3(C)C)c(C)c1 (stereo unspecified)
4&-10,Cc1ccc(NC(=O)c2ccc(S(=O)(=O)N3CCCC3)cc2)cc1
5,O=C(c1ccc(C(F)(F)F)cc1)N1CCCC1
-8,CN1C(=O)CC[C@H]1c1cccnc1
3,Cc1ccc(C)c(OCC(=O)NCCN2CCOCC2)c1
1,Cn1c(=O)cc(SCC(=O)NCc2ccc(F)cc2)c2ccc(Cl)cc21
-2,C=CCn1c(SCc2ccc(C(=O)OC)cc2)nc2sc3c(c2c1=O)CCCC3
6,COc1ccc(N2C(=O)CC(N3CCN(C(=O)c4ccccc4)CC3)C2=O)cc1 (stereo unspecified)
-5,Cc1ccc(/C(O)=C2\C(=O)C(=O)N(CCC(=O)O)C2c2cccc(F)c2)cc1 (stereo unspecified)
8,Cn1c(=O)n(C)c2cc(NC(=O)c3cc4ccccc4o3)ccc21
3,COc1ccc(C2C3=C(CC(C)(C)CC3=O)Oc3ncn4nc(-c5cccnc5)nc4c32)cc1OC (stereo unspecified)
-4,CCOc1cc2c(cc1OCC)C(C(CC)CC)NCC2 (stereo unspecified)
-9,Cn1c(CNc2ccc(Cl)cc2)nc2ccccc21
2,O=C1CCCC2=C1C(c1cccc(O)c1)Nc1ccccc1N2 (stereo unspecified)
3,COc1ccc(S(=O)(=O)N2Cc3ccccc3CC2C(=O)Nc2ccc(O)cc2)cc1OC (stereo unspecified)
-1,O=C(COc1cccc(C(F)(F)F)c1)Nc1ccc2c(c1)CCC2
-27,O=C(CCS(=O)(=O)c1cccc2nonc12)N1CCN(C(c2ccccc2)c2ccc(Cl)cc2)CC1 (stereo unspecified)
2,COc1cccc(Nc2ncnc3c2cnn3-c2cccc(C)c2)c1
-16,O=C1C2CC=CCC2C(=O)N1c1ccc(N2CC=C(c3ccccc3)CC2)c([N+](=O)[O-])c1 (stereo unspecified)
-4,O=C(CCC(=O)NC1CC1)Nc1nnc(C2CCCCC2)s1
-12,CC1(Cc2ccc3c(c2)OCO3)NC(=O)NC1=O (stereo unspecified)
-4,Cc1ccc(/C(O)=C2\C(=O)C(=O)N(CCCC(=O)O)C2c2cccc(F)c2)cc1 (stereo unspecified)
-8,CCC1Oc2ccc(C)cc2N(CC(=O)NCCN2CCCCCC2)C1=O (stereo unspecified)
-1,CCN1C(=O)Cc2cc(S(=O)(=O)N3CCOCC3)ccc21
-12,COC(=O)/C=c1/s/c(=C(/C#N)C(=O)N2CCCCC2)n(-c2ccccc2)c1=O
-1,O=C(CCN1C(=O)C2C3C=CC(C3)C2C1=O)Nc1nccs1 (stereo unspecified)
0,COc1ccc(C(=O)/C=C/Nc2ccccc2OC)cc1
6,Cc1cc(N2CCN(C)CC2)nc2ccc(NC(=O)CCC(=O)Nc3ccc(C(C)C)cc3)cc12
-9,O=C(c1ccccc1N1C(=O)c2cccc3cccc(c23)C1=O)N1CCOCC1
-11,COc1cc(C(=O)Nc2nnc(-c3cccc([N+](=O)[O-])c3)s2)cc(OC)c1OC
-13,Cc1ccc2cc(CNC(C)(C)C)c(=O)[nH]c2c1
-1,Cc1cc(C)cc(OC(=O)N2CCOCC2)c1
-8,CCC(=O)c1ccccc1OCCSc1nc(C)cc(=O)[nH]1
6,COc1ccc(CNCc2ccc(C)cc2)cc1

Some of these compounds in order of their number in 14-3-3 PPI, ascending:
14-3-3 PPI,compound
-16,O=C1C2CC=CCC2C(=O)N1c1ccc(N2CC=C(c3ccccc3)CC2)c([N+](=O)[O-])c1 (stereo unspecified)
-9,Cn1c(CNc2ccc(Cl)cc2)nc2ccccc21
-8,CCC(=O)c1ccccc1OCCSc1nc(C)cc(=O)[nH]1
-4,O=C(CCC(=O)NC1CC1)Nc1nnc(C2CCCCC2)s1
-1,CCN1C(=O)Cc2cc(S(=O)(=O)N3CCOCC3)ccc21

Assay outcomes: PubChem, Emory University Molecular Libraries Screening Center

Only part of the results is shown; rates above refer to the full screens.
